LYPLA2 inh: counter-screen for PME1 inhibitors: inhibitors of human LYPLA2 | inhibition, % at 5.9 µM | recombinant LYPLA2, FP-Rh probe fluorescence polarization | 0.38% of 320,000 active | AID 2177;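 active means inhibition above the screen-wide mean plus 3 SD, limit set per campaign, cut at about 26% in these data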;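 further: 0% = LYPLA2 with DMSO and 100% = wells lacking LYPLA2 enzyme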
PAFAH1B3 FP inh: inhibitors of human PAFAH1B3; Q15102; recombinant PAFAH1B3, FP-rhodamine probe, fluorescence polarization; inhibition, % at 3.39 µM; 0.28% of 340,000 active; AID 492972;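 active means inhibition above the screen-wide average of all tested compounds plus 3 SD, cut at about 25% in these data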;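 further: 0% = enzyme with DMSO only and 100% = wells lacking PAFAH1B3 protein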
PAFAH2 FP inh: PAFAH2 (human) inhibition; Q99487; AID 492956; 0.99% of 340,000 active; recombinant PAFAH2, FP-rhodamine activity probe, fluorescence polarization; inhibition, % at 3.39 µM;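 active means inhibition above the mean over all tested compounds plus 3 SD, cut at about 30% in these data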;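 further: inhibitors block probe labeling of enzyme so polarization drops; 0% = enzyme with DMSO and 100% = wells lacking PAFAH2 protein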
EBNA-1 inhibitor: blocks EBNA-1 binding to DNA | EBNA-1 DNA binding, fluorescence polarization | 0.34% of 300,000 active | AID 1950 | inhibition, % at 14.8 µM; in the data active means inhibition above about 28%
pPAFAH inh: pPAFAH (human) enzyme inhibition | Q13093 | AID 463082 | recombinant pPAFAH, FP-rhodamine probe fluorescence polarization | inhibition, % at 3.39 µM | 1.5% of 330,000 active;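 active means inhibition above the mean inhibition across the screen plus 3 SD, cut at about 25% in these data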;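 further: inhibitors block binding of the rhodamine activity-based probe so polarization drops; 0% = enzyme with DMSO and 100% = wells lacking pPAFAH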
PREPL inh: inhibits the human prolyl oligopeptidase-like enzyme | Q4J6C6 | recombinant PREPL, fluorescence polarization activity-based probe | inhibition, % at 5.96 µM | 0.68% of 320,000 active | AID 2751; in the data active means inhibition above about 43%;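 further: 0% = enzyme with DMSO and 100% = wells lacking enzyme; many of its hits are not listed in these tables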
LYPLA1 inh: LYPLA1 (human) inhibition in PME1 counter-screen; O75608; 0.16% of 320,000 active; recombinant LYPLA1, FP-Rh probe fluorescence polarization; inhibition, % at 5.9 µM;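 active means inhibition above the mean of all tested compounds plus 3 SD, set per campaign, cut at about 14% in these data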;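 further: inhibitors block serine hydrolase probe labeling of LYPLA1 so polarization falls; 0% = enzyme with DMSO and 100% = wells lacking LYPLA1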
Target sequence (O75608 whole entry, looked up): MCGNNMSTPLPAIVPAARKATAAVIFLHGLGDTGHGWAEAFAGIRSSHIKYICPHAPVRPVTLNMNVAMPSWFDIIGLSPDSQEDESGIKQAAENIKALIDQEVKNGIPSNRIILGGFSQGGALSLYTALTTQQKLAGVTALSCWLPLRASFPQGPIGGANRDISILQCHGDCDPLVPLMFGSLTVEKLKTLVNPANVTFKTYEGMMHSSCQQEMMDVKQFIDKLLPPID
ZTA counter: blocks Epstein-Barr virus ZTA, an EBNA-1 counter-screen; ZTA-DNA binding, fluorescence polarization; inhibition, % at 11 µM; 0.15% of 320,000 active; AID 2234; in the data active means inhibition above about 33%
Target sequence (P03206 whole entry, looked up): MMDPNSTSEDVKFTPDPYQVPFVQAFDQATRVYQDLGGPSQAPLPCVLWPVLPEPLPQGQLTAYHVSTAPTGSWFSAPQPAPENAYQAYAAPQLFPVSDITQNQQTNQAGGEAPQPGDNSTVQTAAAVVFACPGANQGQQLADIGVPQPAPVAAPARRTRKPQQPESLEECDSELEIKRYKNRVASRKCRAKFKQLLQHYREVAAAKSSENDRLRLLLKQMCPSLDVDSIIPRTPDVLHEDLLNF
PAFAH1B2 FP inh: inhibitors of human PAFAH1B2. 1.2% of 340,000 active. inhibition, % at 3.39 µM. recombinant PAFAH1B2, FP-rhodamine activity probe, fluorescence polarization. P68402;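 active means inhibition above the mean of all tested compounds plus 3 SD, cut at about 24% in these data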;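 further: 0% = enzyme with DMSO and 100% = wells lacking PAFAH1B2; many of its hits are not listed in these tables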
Target sequence (P68402 whole entry, looked up): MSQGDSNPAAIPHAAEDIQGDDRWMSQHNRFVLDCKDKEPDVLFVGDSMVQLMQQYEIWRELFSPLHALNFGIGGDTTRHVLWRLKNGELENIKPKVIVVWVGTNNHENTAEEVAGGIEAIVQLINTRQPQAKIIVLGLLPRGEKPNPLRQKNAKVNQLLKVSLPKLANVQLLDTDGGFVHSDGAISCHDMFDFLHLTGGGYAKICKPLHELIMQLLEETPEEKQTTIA
An asterisk follows results filed as active; . = not tested or not shown. This is a subset (hit frequency here may not be typical).

1. O=C(Nc1nc2ccc(F)cc2s1)c1ccccn1
2. CCSc1nnc(NC(=O)CN(C)S(=O)(=O)c2ccc(F)cc2)s1
3. Cc1ccc(CNC(=O)COc2ccc(S(=O)(=O)N3CCOCC3)cc2)cc1
4. CCc1nn(C(C)C(=O)Nc2cccc(C)c2C)c(=O)c2cc3occc3n12 (stereo not given)
5. O=C(NNC(=O)c1ccccc1O)c1cc2ccccc2o1
6. CC(=O)N1CCN(c2cccc(C)c2C)CC1
7. N#CCCN(Cc1ccccc1)C(=S)Nc1ccccc1
8. O=C(O)Cc1sc(-c2ccc(Cl)cc2)nc1-c1ccccc1
Assay by compound | 1 | 2 | 3 | 4 | 5 | 6 | 7 | 8
PAFAH2 FP inh | . | 11.3 | -5.1 | -5.0 | 15.3 | -3.0 | 1.0 | 5.0
pPAFAH inh | 6.6 | -0.8 | 28.4* | 3.1 | 26.0* | 0.2 | -2.5 | 2.4
PAFAH1B2 FP inh | . | 3.7 | 2.5 | -2.9 | 9.7 | 4.1 | 3.0 | 4.2
LYPLA1 inh | -1.0 | 1.6 | -2.1 | 0.1 | 1.6 | 6.5 | 2.5 | -1.9
LYPLA2 inh | 1.6 | 4.1 | -0.6 | 9.0 | -6.0 | 7.6 | -0.5 | -2.5
PREPL inh | -4.4 | -5.4 | -2.3 | 1.8 | 15.3 | 10.7 | 12.2 | 0.2
PAFAH1B3 FP inh | . | -0.9 | 4.2 | 2.3 | 13.6 | 4.4 | 4.5 | 0.9
ZTA counter | -1.7 | -4.2 | 3.6 | -5.0 | -5.1 | 6.7 | -8.3 | 21.1
EBNA-1 inhibitor | -4.3 | 5.6 | -1.1 | 8.9 | -9.3 | 12.9 | -11.4 | 9.1

Some of these compounds in order of their number in PAFAH1B2 FP inh, descending:
item | mol | PAFAH2 FP inh | pPAFAH inh | PAFAH1B2 FP inh | PREPL inh | PAFAH1B3 FP inh | EBNA-1 inhibitor
5 | O=C(NNC(=O)c1ccccc1O)c1cc2ccccc2o1 | 15.3 | 26.0* | 9.7 | 15.3 | 13.6 | -9.3
7 | N#CCCN(Cc1ccccc1)C(=S)Nc1ccccc1 | 1.0 | -2.5 | 3.0 | 12.2 | 4.5 | -11.4
3 | Cc1ccc(CNC(=O)COc2ccc(S(=O)(=O)N3CCOCC3)cc2)cc1 | -5.1 | 28.4* | 2.5 | -2.3 | 4.2 | -1.1
4 | CCc1nn(C(C)C(=O)Nc2cccc(C)c2C)c(=O)c2cc3occc3n12 (stereo not given) | -5.0 | 3.1 | -2.9 | 1.8 | 2.3 | 8.9

An excerpt from above in order of SMILES length, highest first:
4. CCc1nn(C(C)C(=O)Nc2cccc(C)c2C)c(=O)c2cc3occc3n12 (stereo not given)
2. CCSc1nnc(NC(=O)CN(C)S(=O)(=O)c2ccc(F)cc2)s1
5. O=C(NNC(=O)c1ccccc1O)c1cc2ccccc2o1
7. N#CCCN(Cc1ccccc1)C(=S)Nc1ccccc1
1. O=C(Nc1nc2ccc(F)cc2s1)c1ccccn1
6. CC(=O)N1CCN(c2cccc(C)c2C)CC1
Assay by compound | 4 | 2 | 5 | 7 | 1 | 6
PAFAH2 FP inh | -5.0 | 11.3 | 15.3 | 1.0 | . | -3.0
pPAFAH inh | 3.1 | -0.8 | 26.0* | -2.5 | 6.6 | 0.2
PAFAH1B2 FP inh | -2.9 | 3.7 | 9.7 | 3.0 | . | 4.1
LYPLA1 inh | 0.1 | 1.6 | 1.6 | 2.5 | -1.0 | 6.5
LYPLA2 inh | 9.0 | 4.1 | -6.0 | -0.5 | 1.6 | 7.6
PREPL inh | 1.8 | -5.4 | 15.3 | 12.2 | -4.4 | 10.7
PAFAH1B3 FP inh | 2.3 | -0.9 | 13.6 | 4.5 | . | 4.4
ZTA counter | -5.0 | -4.2 | -5.1 | -8.3 | -1.7 | 6.7
EBNA-1 inhibitor | 8.9 | 5.6 | -9.3 | -11.4 | -4.3 | 12.9

Remaining list, next part
9. O=C(CN1CCN(C(=O)N2CCOCC2)CC1)Nc1cc(Cl)ccc1Cl
10. CC(=O)Nc1ccc(OCCC[n+]2cccc(C(=O)[O-])c2)cc1
11. O=C(O)C12CC3CC(C1)CC(n1ncc(N4CCN(c5ccccc5)CC4)c(Cl)c1=O)(C3)C2
12. CC1(C)CC(=O)C=C(C(=O)N2CCCC(CCC(=O)NCc3ccccc3F)C2)O1 (stereo not given)
13. CC1CC(C)(C)NC(=S)N1CCC(=O)N1c2ccccc2CC1C (stereo not given)
14. CCOC(=O)c1ccc(NC(=O)CSC2=NC(=O)C(CC)C(=O)N2)cc1 (stereo not given)
15. Cc1ccc(CNC(=O)c2cccnc2)cc1
16. COc1cc2c(C(=O)N(C)c3ccc(F)cc3)cn(C)c(=O)c2cc1OC
Assay by compound | 9 | 10 | 11 | 12 | 13 | 14 | 15 | 16
PAFAH2 FP inh | 11.2 | 6.6 | 1.3 | 0.8 | -0.1 | -0.7 | . | -6.1
pPAFAH inh | 7.1 | -0.4 | 3.8 | 6.7 | 0.8 | 8.6 | -1.4 | 4.1
PAFAH1B2 FP inh | 2.9 | 3.6 | 0.6 | -2.1 | -0.8 | -1.1 | . | 7.0
LYPLA1 inh | 2.3 | 0.2 | 4.3 | 3.1 | -2.2 | -0.3 | 3.2 | 0.2
LYPLA2 inh | -0.7 | 7.0 | 4.9 | 3.0 | -0.3 | -2.6 | 0.1 | -1.6
PREPL inh | 12.5 | 6.0 | 0.8 | 17.8 | 12.3 | 4.2 | 2.9 | 1.2
PAFAH1B3 FP inh | 5.4 | 7.2 | -1.4 | 8.1 | -2.3 | -5.5 | . | 7.1
ZTA counter | -3.3 | 16.5 | 8.1 | -15.1 | -13.6 | -7.5 | -5.9 | -6.0
EBNA-1 inhibitor | 0.3 | 11.9 | -2.7 | -2.8 | 9.4 | 3.2 | 6.8 | -2.6

17. Cc1ccc(S(=O)(=O)NC2=NCCC2)cc1
18. CCNC(=O)CC1C(=O)N(c2ccc(C)cc2)C(=O)N1CCC(C)C (stereo not given)
19. CCCc1nc(SCC(=O)N2CCCC2)c2c(=O)n(C)c(=O)n(C)c2n1
20. O=C(O)c1nn(-c2cccc(C(F)(F)F)c2)ccc1=O
21. CC(=O)c1ccc(OC(C)C)c(Cc2c(O)nc(N)[nH]c2=O)c1
22. O=c1cc(CO)oc2ccccc12
23. CC(C)CNC(=O)c1cc([N+](=O)[O-])ccc1N1CCOCC1
24. CC(=O)N1CCN(C(=O)c2cccc(S(=O)(=O)N3CCN(c4ccc(F)cc4)CC3)c2)CC1
25. Cc1cc(-c2ccccc2)c(C#N)c(SCC(N)=O)n1
26. O=S(=O)(c1ccc2c(c1)OCCO2)N1CCC(c2nc3ccc(Cl)cc3[nH]2)CC1
27. Nc1nc2ccccc2n1/N=C/c1ccc2c(c1)OCO2
Assay by compound | 17 | 18 | 19 | 20 | 21 | 22 | 23 | 24 | 25 | 26 | 27
PAFAH2 FP inh | 6.5 | 1.3 | 0.1 | 2.9 | -9.9 | 0.9 | -6.5 | 3.0 | 3.1 | 7.4 | .
pPAFAH inh | 1.9 | -0.2 | -4.0 | 4.3 | 2.2 | -7.0 | 0.8 | 4.0 | -0.3 | -6.6 | 6.5
PAFAH1B2 FP inh | 2.2 | 5.2 | -3.3 | 1.1 | 2.7 | 0.0 | 4.5 | 0.1 | -0.3 | -2.2 | .
LYPLA1 inh | -2.3 | 0.8 | -2.6 | 0.9 | -3.2 | . | 3.4 | 0.5 | -1.1 | -19.3 | -3.1
LYPLA2 inh | -4.2 | 0.6 | -1.3 | 0.8 | -0.7 | . | -1.1 | 2.1 | -1.7 | -23.2 | -1.9
PREPL inh | 4.8 | 0.8 | 16.8 | 5.1 | 0.4 | 2.0 | 0.5 | -6.6 | 12.7 | -15.2 | 37.3
PAFAH1B3 FP inh | 4.8 | -1.2 | -1.8 | -0.5 | 12.5 | 13.8 | 10.1 | 5.9 | 0.9 | 8.4 | .
ZTA counter | -0.3 | -6.8 | 7.7 | 7.3 | -3.6 | . | 17.4 | -2.4 | 13.4 | 1.4 | -4.6
EBNA-1 inhibitor | -6.1 | 3.1 | -4.8 | 6.2 | -1.1 | . | 13.5 | 3.5 | -1.4 | -13.7 | -10.1

Single records, as listed above:
CCCc1nc(SCC(=O)N2CCCC2)c2c(=O)n(C)c(=O)n(C)c2n1 in the list: PAFAH2 FP inh: 0.1; pPAFAH inh: -4.0; PAFAH1B2 FP inh: -3.3; LYPLA1 inh: -2.6; LYPLA2 inh: -1.3; PREPL inh: 16.8; PAFAH1B3 FP inh: -1.8; ZTA counter: 7.7; EBNA-1 inhibitor: -4.8
O=S(=O)(c1ccc2c(c1)OCCO2)N1CCC(c2nc3ccc(Cl)cc3[nH]2)CC1 in the list: PAFAH2 FP inh: 7.4; pPAFAH inh: -6.6; PAFAH1B2 FP inh: -2.2; LYPLA1 inh: -19.3; LYPLA2 inh: -23.2; PREPL inh: -15.2; PAFAH1B3 FP inh: 8.4; ZTA counter: 1.4; EBNA-1 inhibitor: -13.7

Screens deposited in PubChem by The Scripps Research Institute Molecular Screening Center.
